hcGAS inh: inhibitors of human cGAS; Q8N884; actives 0.081% (n = 290,000); recombinant h-cGAS, ATP depletion, Kinase-Glo luminescence; inhibition, % at 12.5 µM; AID 1259398;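 further: 0% = vehicle reaction and 100% = reaction without DNA for no activity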
Target sequence (Q8N884 whole entry, looked up): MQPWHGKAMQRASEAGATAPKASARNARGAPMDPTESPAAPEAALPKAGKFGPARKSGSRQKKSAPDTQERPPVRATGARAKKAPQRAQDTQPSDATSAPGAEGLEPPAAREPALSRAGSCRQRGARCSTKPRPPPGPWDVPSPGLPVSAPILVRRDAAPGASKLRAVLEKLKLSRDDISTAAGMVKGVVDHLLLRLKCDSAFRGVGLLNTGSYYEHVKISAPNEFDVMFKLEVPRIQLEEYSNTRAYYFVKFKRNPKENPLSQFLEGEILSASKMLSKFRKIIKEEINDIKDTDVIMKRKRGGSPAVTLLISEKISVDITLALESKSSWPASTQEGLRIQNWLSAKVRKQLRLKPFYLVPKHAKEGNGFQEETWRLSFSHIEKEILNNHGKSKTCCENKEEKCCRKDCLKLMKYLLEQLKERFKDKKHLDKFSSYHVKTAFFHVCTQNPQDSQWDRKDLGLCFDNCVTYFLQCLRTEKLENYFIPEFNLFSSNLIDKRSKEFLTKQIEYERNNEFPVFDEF
mcGAS inh: mouse cGAS inhibition by luminescence. inhibition, % at 12.5 µM. Q8C6L5. recombinant cGAS, Kinase-Glo ATP depletion luminescence. actives 0.15% (n = 160,000);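 further: 0% = negative control wells and 100% = reference inhibitor with no enzyme activity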
NPYLR7 ag: mosquito NPYLR7 agonism; HEK293T NPYLR7/Galpha15, GCaMP6s calcium fluorescence; activation, % at 10 µM; actives 0.15% (n = 270,000); in the data active means activation above about 40%;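 further: 0% = vehicle and 100% = reference agonist at the receptor; some compounds past the cut are filed as inactive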
Numbers without * were called inactive; & = joins results of further samples. Unless noted, no stated cut-off is given here; in the data, active means inhibition above about 40%; inactive means the rest. Rows were taken by chance; overall some 0.29% were active at least once.

A first look (2 entries):
Screening CN(Cc1noc2c1CCCC2)C(=O)c1ccccc1C1CCNC1 (stereo not given) returned hcGAS inh -7 and NPYLR7 ag -4.
For O=C(NCc1nnc(-c2cccc(Br)c2)o1)C1CC1 the results were hcGAS inh -7 and NPYLR7 ag 6.

This part in full, previewed entries included:
Screening CN(Cc1noc2c1CCCC2)C(=O)c1ccccc1C1CCNC1 (stereo not given) returned hcGAS inh -7 and NPYLR7 ag -4.
For O=C(NCc1nnc(-c2cccc(Br)c2)o1)C1CC1 the results were hcGAS inh -7 and NPYLR7 ag 6.
`CC1(C(=O)Nc2cccc(C#N)c2)CCN1C(=O)c1ccccc1CCc1ccccc1` (stereo not given) gave hcGAS inh -4, mcGAS inh -4 and NPYLR7 ag -4.
O=C(Cn1cnc2ccccc2c1=O)c1ccc(F)c(F)c1 was read as hcGAS inh -3 and NPYLR7 ag 21.
For O=C(Nc1ccc(-c2nc3cc(Cl)ccc3o2)c(Cl)c1)C1CC1 the results were hcGAS inh -13, mcGAS inh -7 and NPYLR7 ag 15.
For COc1ccc(Cl)cc1NC(=O)CCC1CCCN(C(=O)CN2CCOC2=O)C1 (stereo not given) the results were hcGAS inh -11 and NPYLR7 ag 3.
`CCc1nc(N(CCC(=O)Nc2cccc(F)c2)Cc2ccco2)c2ccc(Cl)cc2n1` gave hcGAS inh -2, mcGAS inh -3 and NPYLR7 ag 11.
`Cc1ccsc1CN(Cc1ncc[nH]1)C1CC1` gave hcGAS inh -12 and mcGAS inh -14.
Screening CN(C)c1ccccc1CN(CCC#N)C1CC1 returned hcGAS inh -15 and NPYLR7 ag -5.
Screening CCCCC(=O)N(C)c1c(C)nc2ccc(C(=O)Nc3cccc(NS(C)(=O)=O)c3)cn12 returned hcGAS inh -2, mcGAS inh 1 and NPYLR7 ag -13.
Screening CCCCn1c(CC)nc2oc3ccccc3c(=O)c2c1=O returned hcGAS inh -4 and NPYLR7 ag 2.
CCCCOC(=O)c1cccc(NC(=O)CN2C(=O)c3ccccc3C2=O)c1 was read as hcGAS inh -5 and NPYLR7 ag 0.

5 compounds already listed, arranged by formula weight, low to high.
Screening CN(C)c1ccccc1CN(CCC#N)C1CC1 returned hcGAS inh -15 and NPYLR7 ag -5.
For O=C(NCc1nnc(-c2cccc(Br)c2)o1)C1CC1 the results were hcGAS inh -7 and NPYLR7 ag 6.
CCCCOC(=O)c1cccc(NC(=O)CN2C(=O)c3ccccc3C2=O)c1 was read as hcGAS inh -5 and NPYLR7 ag 0.
For COc1ccc(Cl)cc1NC(=O)CCC1CCCN(C(=O)CN2CCOC2=O)C1 (stereo not given) the results were hcGAS inh -11 and NPYLR7 ag 3.
Screening CCCCC(=O)N(C)c1c(C)nc2ccc(C(=O)Nc3cccc(NS(C)(=O)=O)c3)cn12 returned hcGAS inh -2, mcGAS inh 1 and NPYLR7 ag -13.

Continued:
`CCC(C)NC(=O)c1cc(-c2ccccc2OC)nc2cc(C(C)(C)C)nn12` (stereo not given) gave hcGAS inh -8, mcGAS inh -8 and NPYLR7 ag 10.
`CCN(CC)C1CCN(C(=O)c2cc(NC(C)=O)ccc2Cl)C1` (stereo not given) gave hcGAS inh -2 and NPYLR7 ag 16.
`COCCOC(=O)C1=C(C)NC2=C(C(=O)CC(c3ccc(Cl)cc3)C2)C1c1ccc(Br)cc1` (stereo not given) gave hcGAS inh -3, mcGAS inh -6 and NPYLR7 ag 17.
Screening CCCCCCCCN1N=C(c2ccccc2)Cn2c1nc1c2c(=O)n(C)c(=O)n1C returned hcGAS inh 0 and NPYLR7 ag 0.
`COCCOCCC(=O)NC(c1ccccc1)c1ccc(F)cc1` (stereo not given) gave hcGAS inh 4 and NPYLR7 ag 1.
`CC(C)CCNC(=O)c1ncc(Cl)c(Cl)c1Cl` gave hcGAS inh 0, mcGAS inh -5 and NPYLR7 ag -2.
For O=S(=O)(Cc1ccccc1)NCc1ccc2c(c1)OCO2 the results were hcGAS inh -12 and NPYLR7 ag -1.
For COc1cc(OC)c(C2NC(=O)NC(C)=C2C(=O)Nc2ccccc2C)cc1OC (stereo not given) the results were hcGAS inh -3, mcGAS inh -5 and NPYLR7 ag -14.
`O=C1CC(N2CCOCC2)C(=O)N1c1ccc(F)cc1` (stereo not given) gave hcGAS inh -8, mcGAS inh -4 and NPYLR7 ag -1.
For CCCCCCCCCC(=O)Nc1ccc(N2CCCC2)c(C(=O)NC(C)C)c1 the results were hcGAS inh 5, mcGAS inh -5 and NPYLR7 ag 0.
Screening NC(=O)CCn1cc(-c2[nH]cnc2-c2ccccc2)c2ccccc21 returned hcGAS inh 0, mcGAS inh -13 and NPYLR7 ag 2.
`CC1CC(C)CN(C(=O)COc2ccc(C(N)=O)cc2)C1` (stereo not given) gave hcGAS inh -3&-4, mcGAS inh -8&-4 and NPYLR7 ag 5&2.
COc1ccc(-c2cc(C(=O)N3CCN(c4ccccc4OC)CC3)c(C)n2-c2ccc(F)cc2F)cc1 was read as hcGAS inh -11, mcGAS inh -6 and NPYLR7 ag -4.
For O=c1cc(CN2CCSc3ccc(C(F)(F)F)cc32)nc2ccccn12 the results were hcGAS inh -6 and NPYLR7 ag 10.
CCOc1ccc2nc(SC(C)C(=O)N3CCN(CC)CC3)[nH]c2c1 (stereo not given) was read as hcGAS inh -5 and NPYLR7 ag 8.
`CC(C)(C)c1ccc(CSc2ncccc2C(=O)N2CCC(Cc3ccccc3)CC2)cc1` gave hcGAS inh -7, mcGAS inh -5 and NPYLR7 ag 2.
Screening O=C(N/N=c1/oc2ccccc2cc1-c1nc2ccccc2[nH]1)c1cccc(F)c1 returned hcGAS inh -4 and NPYLR7 ag -4.
`CC(=O)Nc1ccc(Cl)c(C(=O)NCCN2CCCOC2=O)c1` gave hcGAS inh -6, mcGAS inh -17 and NPYLR7 ag 25.
Screening Cc1ccc(C(=O)N2CCN(C(=O)c3cn(C)cc4c(=O)n(-c5ccccc5)nc3-4)CC2)cc1 returned hcGAS inh -9, mcGAS inh -8 and NPYLR7 ag 0.
For COc1cc(OC)cc(C(=O)NCCC(=O)Nc2nnc(-c3cccc(C)c3)s2)c1 the results were hcGAS inh 9, mcGAS inh 1 and NPYLR7 ag -13.
COc1ccc(Cl)c2sc(N(CCN(C)C)C(=O)c3ccc([N+](=O)[O-])cc3)nc12 was read as hcGAS inh 3 and NPYLR7 ag 0.
Screening CN(C)S(=O)(=O)c1cccc(NC(=S)Nc2ccc3c(c2)OCO3)c1 returned hcGAS inh -18 and NPYLR7 ag 2.
For CN(C(=O)Nc1cc(C(N)=O)ccc1N1CCCCC1)C1CCc2ccccc21 (stereo not given) the results were hcGAS inh -5, mcGAS inh -15 and NPYLR7 ag 12.
Screening CCOC(=O)c1nc2ccccc2nc1N1CCCN(C(=O)COCCOC)CC1 returned hcGAS inh -3, mcGAS inh -6 and NPYLR7 ag 6.
Screening COc1c(O)cc2c(=O)oc3c(OC)c(O)cc4c(=O)oc1c2c34 returned hcGAS inh 75*, mcGAS inh 8 and NPYLR7 ag 4.
For CCc1ccc(/C=C2\C(=O)NN(c3ccc(Cl)c(Cl)c3)C2=O)cc1 the results were hcGAS inh -8, mcGAS inh 15 and NPYLR7 ag 6.
Screening Cc1c(C(=O)N2CCN(C(=O)C3CCS(=O)(=O)C3)CC2)[nH]c2c1C(=O)CC(C)(C)C2 (stereo not given) returned hcGAS inh -4 and NPYLR7 ag 7.
For CCCN(CC1=CCCN(C)C1)C(=O)C1CCCC1 the results were hcGAS inh -4, mcGAS inh -21 and NPYLR7 ag 3.
`CCCNC(=O)Cn1nc2c(c1NC(=O)c1cc(-c3ccccc3)on1)CSC2` gave hcGAS inh -2, mcGAS inh -1 and NPYLR7 ag -4.
For O=C(NCc1ccccc1-n1ccnc1)c1cnn2cccnc12 the results were hcGAS inh -3 and NPYLR7 ag 6.
Screening COc1ccc(CC(=O)Nc2cc(C)nn2-c2nc(C)cc(=O)[nH]2)cc1 returned hcGAS inh -7, mcGAS inh -7 and NPYLR7 ag 8.
CC(C)NC(=O)N1CCC(C(NS(=O)(=O)c2ccccc2)C(=O)NCc2ccc(F)cc2)CC1 (stereo not given) was read as hcGAS inh -3, mcGAS inh -4 and NPYLR7 ag -2.
Screening O=C(/C=C/c1ccccc1)N1CCCN(c2cc(Oc3ccc(F)c(Cl)c3)ncn2)CC1 returned hcGAS inh -9, mcGAS inh -5 and NPYLR7 ag 10.
CCOC(=O)C1CCN(C(c2ccc(F)cc2)C2Sc3nc(CC)nn3C2=O)CC1 (stereo not given) was read as hcGAS inh -9, mcGAS inh -9 and NPYLR7 ag -1.
COc1ccc2c(c1)CN(Cc1nc3cc(F)ccc3o1)CC2 was read as hcGAS inh -9 and NPYLR7 ag 5.
Screening Cc1sc2ncn(CC(=O)N3CCCC(C)C3)c(=O)c2c1C (stereo not given) returned hcGAS inh -1, mcGAS inh -6 and NPYLR7 ag 2.
CCCc1cc(CNC(C)CSC)on1 (stereo not given) was read as hcGAS inh -14 and mcGAS inh -6.
`CCc1cc2c(=O)n(CCCOC)c(SCC(=O)N(C)Cc3ccc(C)cc3)nc2s1` gave hcGAS inh -7 and NPYLR7 ag 1.
`Cc1cc(C)c2nccc(N)c2c1` gave hcGAS inh -2, mcGAS inh -3 and NPYLR7 ag 2.
Screening O=C1NCC2(CCCN(c3cnc4ccccc4n3)CC2)O1 (stereo not given) returned hcGAS inh -3 and NPYLR7 ag 4.
For CC(=O)c1c(C)[nH]c(=O)[nH]c1=S the results were hcGAS inh -3, mcGAS inh -4 and NPYLR7 ag 0.
O=C1Nc2ccccc2SC1CC(=O)N1CCC(CCc2ccccc2)CC1 (stereo not given) was read as hcGAS inh -4 and NPYLR7 ag 6.
`CCc1cc(CN2C[C@@H](C(=O)O)C[C@@H](C(=O)N3CCCC3)C2)[nH]n1` gave hcGAS inh -6 and NPYLR7 ag 6.
`Cc1cc(C)cc(COC(=O)CCc2ccc(S(N)(=O)=O)cc2)c1` gave hcGAS inh -1 and NPYLR7 ag 11.
For COc1ccc(-c2cc(C(=O)NCc3ccccn3)c3ccccc3n2)cc1OC the results were hcGAS inh -2, mcGAS inh -5 and NPYLR7 ag -11.
`NCC1CN(C(=O)C(=O)NC2CCCC2)CCO1` (stereo not given) gave hcGAS inh -7, mcGAS inh -12 and NPYLR7 ag 1.
Screening O=C1N(Cc2ccc(C(F)(F)F)nc2)c2cc3c(cc2OC1(F)F)CCCC3 returned hcGAS inh -1 and NPYLR7 ag 5.
Cc1cccc(-n2c(-c3snnc3-c3ccccc3)n[nH]c2=S)c1 was read as hcGAS inh -1 and NPYLR7 ag -2.
Screening O=C(NCc1ccco1)c1cc(=O)[nH]c2ccc(S(=O)(=O)N3CCCCCC3)cc12 returned hcGAS inh 10 and NPYLR7 ag -3.
For COc1cccc(C2Nc3ccc(C(=O)c4ccccc4)cc3N=C3CCCC(=O)C32)c1 (stereo not given) the results were hcGAS inh 1, mcGAS inh -4 and NPYLR7 ag -10.
For O[C@@H]1C[C@H]2CN(C3CCN(Cc4ccccc4)CC3)C[C@H]2C[C@@H]1O the results were hcGAS inh -13 and NPYLR7 ag 15.
For Cc1nc(SC(C(=O)NC(N)=O)C(C)C)n(C2CCCC2)c1C (stereo not given) the results were hcGAS inh -5 and NPYLR7 ag 4.
Screening O=C(COC(=O)C1COc2ccccc2C1)NC1(c2ccccc2)CCC1 (stereo not given) returned hcGAS inh -5, mcGAS inh -12 and NPYLR7 ag 0.
Screening CCOc1ccccc1C(=O)Nc1ccc(N2CCN(C(=O)Cc3cccc(OC)c3)CC2)nc1 returned hcGAS inh -5, mcGAS inh -7 and NPYLR7 ag 4.
Screening CC(C)COc1cccc(OCC(=O)NC(C)C(=O)O)c1 (stereo not given) returned hcGAS inh 6 and NPYLR7 ag -6.
Screening CSc1nc2ncc(C(O)C(O)CO)nc2c(=O)[nH]1 (stereo not given) returned hcGAS inh 10 and NPYLR7 ag 3.
Screening CC(=O)N1CCC[C@H]1C(=O)N(Cc1ccco1)Cc1cccs1 returned hcGAS inh -8 and NPYLR7 ag 7.
Screening CCCCCCCCCC(=O)Nc1ccc(N2CCC(C)CC2)c(C(=O)NCCN2CCOCC2)c1 returned hcGAS inh -5, mcGAS inh -5 and NPYLR7 ag -2.
CC(NC1CCCC1)c1nc2c(s1)CCCC2 (stereo not given) was read as hcGAS inh -10 and mcGAS inh -6.
`CC(=O)NCCc1cn(-c2cccc(OC(C)C)c2)cn1` gave hcGAS inh -3 and NPYLR7 ag 1.
Cc1ccc(-c2nc(C=Nc3cc(Cl)c(Cl)cc3Cl)c(O)o2)cc1 was read as hcGAS inh -6, mcGAS inh -7 and NPYLR7 ag -1.

Screens (PubChem BioAssay)
